Screens deposited in PubChem by several laboratories.
MT stabilizer: microtubule stabilizers in HeLa cells, primary screen, imaging, high-content imaging. HeLa tubulin immunostaining HCS, 24 h; share of cells brighter than vehicle mean+2SD. % tubulin-high responders, % at 10 µM. actives 0.83% (n = 200,000). AID 2205, 2009;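 active means plate Z-score above 3 for both tubulin-high and condensed-nucleus cell shares, with cell loss under 80%, at 10 µM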;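 further: anti alpha tubulin signal scored within the nucleus-defined area of each cell; some results filed as inactive read as strong as hits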
T cell HTS: modulators of CD8 T cell-vesicle binding, primary screen, mouse 2C CD8+ T cells, flow cytometry; 2C CD8+ T cell-vesicle binding; stronger effect = lower value; calls only at 7 µM; actives 0.068% (n = 330,000);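 active means response, share of CD8 T cells binding vesicles, and their 90th percentile fluorescence all below set limits, cut at about 80% in these data, passing the limit was not always enough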
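incubation = binding step 1.5 h, 37 °C, antibody labelling 20 min, ice | test system = 2C mouse CD8+ T cells | read-out basis = percent CD8+ FL2 mean versus row control | controls = Peptide-free naked vesicles (low) and QL9 vesicles with 0.7% DMSO vehicle (high) | detection = flow cytometry of vesicle-bound cells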
bCat nuc transl: modulators of beta-catenin nuclear translocation, primary screen, imaging, HeLa cells, immunofluorescence, high-content. nuclear translocation activity, % at 5 µM. actives 0.3% (n = 190,000). AID 1665, 2009;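 active means nuclear translocation activity above 50% at 5 µM, with a well cell count of 50 or more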;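 further: per-cell ratio of nuclear to cytoplasmic median beta-catenin stain intensity; plate controls were DMSO negative control for no effect and GSK-3 inhibitor IX positive control for full effect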
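Assay system: human HeLa cells, native beta-catenin; doses: 5 µM primary, 0.02–20 µM confirmation; incubation: compound treatment 24 h, 37°C, 5% CO2; technique: fluorescence imaging of beta-catenin antibody stain plus DAPI; measure: % activation, nuclear-to-cytoplasmic median beta-catenin signal ratio per cell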
Hep lipid drop: inhibitors of hepatocyte lipid droplet formation, primary screen, imaging, high-throughput imaging, BODIPY stain. AML12 mouse hepatocytes, oleate lipid droplets. inhibition, % at 6.5 µM. actives 0.4% (n = 240,000). AID 1656, 2009;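 active means lipid droplet intensity inhibited by at least 50%, with more than 500 cells counted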
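material = mouse AML12 hepatocyte cell line, fixed after treatment | also added = 100 µM oleic acid challenge | doses = compound at 6.5 µM only | schedule = overnight exposure | technique = Image-based BODIPY and DAPI two-channel analysis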
TNAP activators: human TNAP enzyme activators, primary screen, biochemical, luminescent, no phosphate acceptor, uHTS (AID 1001). one-dose activation fold at 20 µM; EC50 in µM for titrated hits. actives 0.03% (n = 200,000). purified TNAP, luminescent activation assay, no phosphate acceptor; higher activation fold means a stronger effect. Alkaline phosphatase, tissue-nonspecific isozyme (Homo sapiens); in the data active means activation fold from about 3, or a potency from the dose series; inactive means the rest, 99 in 100 with activation fold below about 1.6; further: many of its hits are not listed in these tables
PMI inhibitors: inhibitors of human PMI, primary screen, biochemical, fluorescence intensity, coupled assay (AID 1209) | Mannose-6-phosphate isomerase (Homo sapiens) | purified PMI enzyme, coupled fluorescence intensity; higher % means a stronger effect | one-dose inhibition, % at 20 µM; IC50 in µM for titrated hits | actives 0.42% (n = 190,000);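 further: plate controls were DMSO vehicle for no effect and wells lacking substrate for full effect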
Autophagy mod: autophagy modulators in MEF cells, primary screen, imaging, high-content, MEF GFP-LC3; MEF GFP-LC3 puncta imaging; test concentration mostly 10 µM; actives 0.98% (n = 190,000); AID 463193, 2010; calls only at 10 µM (by protocol);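 active means percentage of spot-positive cells more than 3 SD above its plate mean, without a fluorescence outlier flag or 80% toxicity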;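 further: spot-positive cell cutoff set from DMSO-treated cells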
Insulin prom up: insulin promoter activators in MIN6 cells, imaging, high-content screening, mouse beta cells; MIN6 insulin promoter-GFP reporter; stronger effect = higher value; z-score at 5 µM; actives 0.3% (n = 190,000);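 active means z-score above 3 at 5 µM with at least 500 cells counted in the well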
human PMI inhibitors: human PMI inhibitors, high substrate, primary screen, biochemical, fluorescence intensity, high mannose 6-phosphate (AID 1220); one-dose inhibition, % at 20 µM; IC50 in µM for titrated hits; recombinant PMI enzyme, coupled fluorescence intensity; higher % means a stronger effect; actives 0.66% (n = 190,000)
Insulin prom up cell count: second read-out of Insulin prom up, no call of its own (marks repeat the call); cell count; measured here: cytotoxicity, nuclei count;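 total cells summed across four imaged fields per well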
Hep lipid drop cells 6.5 µM: further read-out of Hep lipid drop, marked with its call; cell count; measured here: cell count, cytotoxicity flag;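 cells counted across two imaged fields per well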
bCat nuc transl cell count 5 µM: also measured in bCat nuc transl; calls as there; cell count; measured here: cell count, cytotoxicity flag
T cell HTS vesicle-bound %: also measured in T cell HTS; calls as there; double positive events, %; measured here: CD8+ vesicle-bound cell fraction;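 binding gate set so that unloaded-vesicle control wells show 10% double positive cells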
MT stabilizer Hoechst-high %: recorded beside MT stabilizer, whose call it bears; % Hoechst-high responders; measured here: nuclear condensation Hoechst responders;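 share of cells brighter than vehicle mean plus two SD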
MT stabilizer cytotoxicity %: second read-out of MT stabilizer, no call of its own (marks repeat the call); toxicity, %; measured here: cytotoxicity by cell density;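 0% = mean cell density of plate MIN control wells and 100% = no cells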
Autophagy mod cell loss 18 h: recorded beside Autophagy mod, whose call it bears; toxicity, %; measured here: cell loss, nuclei count;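 cell loss after 18 h compound exposure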
The depositor's hits bear a star; i = inactive; · = no result given. Unless noted, no stated cut-off is given here; in the data, active means inhibition above about 50%; inactive means the rest.

SMILES | MT stabilizer | MT stabilizer Hoechst-high % | MT stabilizer cytotoxicity % | T cell HTS | T cell HTS vesicle-bound % | bCat nuc transl | bCat nuc transl cell count 5 µM | Hep lipid drop | Hep lipid drop cells 6.5 µM | TNAP activators | PMI inhibitors | Autophagy mod | Autophagy mod cell loss 18 h | Insulin prom up | Insulin prom up cell count | human PMI inhibitors
Cc1ccc(S(=O)(=O)NC(C(=O)Oc2ccc3c(C(F)(F)F)cc(=O)oc3c2)c2ccccc2)cc1 (stereo not given) | 4.0 | 2.0 | 3.7 | i | 43 | -0.6 | 1094 | 22 | 669 | 1.1 | -24% | i | 21 | 1.1 | 1255 | -16%
O=C1C(Cc2ccccc2)C(c2ccccc2)N1c1ccccc1 (stereo not given) | 2.5 | 2.2 | 7.3 | i | 4 | -1.4 | 1367 | · | · | 1.1 | 16% | i | -21 | -0.03 | 1618 | 16%
O=C(O)c1ccc(Cn2cnc3scc(-c4ccccc4)c3c2=O)cc1 | 5.3 | 0.7 | 5.0 | i | 49 | 0.6 | 1500 | · | · | 1.1 | 9% | i | 35 | 0.27 | 1511 | 8%
CN(C)S(=O)(=O)c1cc(C(=O)NCc2ccccc2)c(Cl)cc1Cl | 1.5 | 1.7 | 4.7 | i | 24 | 0.4 | 1528 | · | · | 1.1 | -2% | i | 12 | -0.95 | 1408 | -7%
CCC(C)NC(=O)/C=C/c1cccs1 (stereo not given) | 3.2 | 3.0 | 10 | i | 4 | -3.0 | 979 | -30 | 627 | 1.1 | -4% | i | -7 | 0.7 | 1360 | 0%
CSc1nc2sc3c(c2c(=O)[nH]1)CCC(C)C3 (stereo not given) | 1.7 | 1.9 | 0.6 | i | 68 | 3.1 | 1005 | 15 | 641 | 1 | 0% | i | -4 | · | · | -1%
CC(=O)N1[C@@H]2CC3C4CC=C5C[C@@H](O)CC[C@]5(C)C4CC[C@]3(C)[C@@]21C(C)=O (stereo not given in full) | 1.9 | 3.6 | 9.0 | i | 15 | 1.3 | 490 | 1 | 793 | 1 | 2% | i | -5 | 0.46 | 1090 | 1%
CCOC(=O)N1CCN(CC(=O)Nc2ccc(F)cc2F)CC1 | 3.5 | 3.7 | 4.9 | i | 30 | -2.1 | 1108 | 6 | 710 | 1.1 | 3% | i | -4 | 0.11 | 1307 | 5%
CCN(CC)CCOC(=O)C1(c2ccc(OC)c(OC)c2)CCCC1 | 0.9 | 0.6 | 7.1 | i | 9 | · | · | · | · | 1 | 1% | i | 13 | 1.5 | 913 | -6%
OCCNCc1cccc(OCc2ccc(Cl)cc2)c1 | 7.2 | 2.4 | 3.3 | i | 38 | 1.2 | 1451 | 0 | 673 | 1 | -7% | i | 7 | -0.57 | 1398 | -3%
Cc1ccc2cc(C#N)c(N3CCCN(C(=O)C4CCCO4)CC3)nc2c1C (stereo not given) | 4.2 | 1.3 | 7.5 | i | 15 | 0.6 | 1138 | · | · | 1.1 | -36% | i | 9 | 0.06 | 942 | -25%
COc1ccc2c(c1)O[C@H](c1ccc3c(c1)OCO3)[C@@H](OC(=O)N[C@H]1CCCc3ccccc31)C2=O | 2.7 | 1.9 | 12 | i | 15 | · | · | 8 | 722 | 1.1 | 10% | i | 1 | 0.36 | 944 | 6%
Cc1ccc(NC2CC(=O)N(CCc3ccccc3)C2=O)cc1 (stereo not given) | 2.3 | 2.7 | 6.4 | i | 12 | -0.7 | 949 | -2 | 751 | 1.1 | 6% | i | 0 | 2.2 | 885 | 4%
Cc1nc2cc(C(=O)OCC(=O)Nc3ccc(C#N)cc3)ccc2n1-c1ccccc1 | 3.7 | 2.1 | 4.7 | i | 33 | -1.8 | 514 | -11 | 570 | 1.1 | 8% | i | 4 | 0.1 | 1281 | 9%
COc1cc(/C=N/n2cnnc2)ccc1OCc1ccccc1 | 1.2 | 1.2 | 11 | i | 25 | 0.6 | 1203 | · | · | 1 | 12% | i | -4 | -0.22 | 1536 | 10%
COc1ccc(/C=N\Nc2ccccc2[N+](=O)[O-])c(C(=O)O)c1OC | · | · | · | i | 21 | 0.2 | 1274 | -2 | 729 | · | · | · | · | -0.48 | 1409 | ·
CCOc1ccccc1NC(=S)/C(=C(\[O-])c1ccc2c(c1)OCCO2)[n+]1ccc(CC)cc1 | 2.6 | 1.9 | 3.9 | i | 32 | -1.5 | 1058 | -2 | 827 | 1 | 26% | i | 33 | 0.45 | 863 | 17%
COc1cc(C(F)(F)F)c(C(=O)N(C)c2ccc(Cl)cc2)cn1 | · | · | · | i | 22 | -4.5 | 1149 | 30 | 716 | · | · | · | · | -0.34 | 1434 | ·
COc1cccc(C(c2c(N)[nH]c(=S)[nH]c2=O)c2c(N)[nH]c(=S)[nH]c2=O)c1 | · | · | · | i | 35 | -0.3 | 1279 | 1 | 671 | · | · | · | · | 0.23 | 919 | ·
Nn1c(SCc2cn3ccsc3n2)nnc1-c1ccncc1 | 3.0 | 1.6 | 5.9 | i | 31 | -3.0 | 1223 | 8 | 754 | 1 | 16% | i | -6 | 0.7 | 1278 | 9%
COc1cc(/C=C(\C#N)c2ccccn2)ccc1OCc1ccccc1 | 4.4 | 2.2 | 5.4 | i | 38 | 0.6 | 1088 | -53 | 656 | 1.1 | 28% | i | -4 | 0.18 | 1556 | 18%
NS(=O)(=O)c1ccc(NC(=O)COC(=O)c2ccc(Cl)nc2)cc1 | 3.7 | 1.7 | 9.8 | i | 15 | -1.9 | 1167 | -4 | 722 | 1.1 | -8% | i | 5 | -0.48 | 1344 | -6%
O=C(CSc1nc(-c2cccs2)cc(C(F)(F)F)n1)NCCCn1ccnc1 | 3.1 | 2.6 | 4.5 | i | 6 | -1.2 | 1190 | 2 | 720 | 1 | -10% | i | -5 | -0.26 | 1066 | -3%
CCOC(=O)Cn1c(C)nc2ccccc21 | 5.1 | 2.5 | 6.1 | i | 48 | -5.9 | 952 | · | · | 1.1 | -16% | i | 6 | -0.5 | 1600 | -6%
S=C(Nc1ccc(Cl)cc1)NC1CCN(Cc2ccccc2)CC1 | 1.4 | 3.7 | 4.1 | i | 17 | 0.2 | 462 | -1 | 598 | 1 | 8% | i | 8 | -0.52 | 1198 | 3%
Cc1cc(NC(=O)CSc2nnc(-c3ccc(S(=O)(=O)N4CCCC4)cc3)n2C)no1 | 5.9 | 2.2 | 5.6 | i | 19 | -2.7 | 1144 | · | · | 1.1 | -3% | i | 22 | 0.67 | 1195 | 1%
COc1cccc(-c2nc3sc4c(c3c(=O)[nH]2)CCCCC4)c1 | i | · | 100 | i | 55 | 1.8 | 449 | 0 | 634 | 1.1 | -3% | i | 9 | -0.06 | 1097 | -7%
O=C(O)/C=C/c1ccccc1Oc1ccccc1 | 1.3 | 1.0 | 2.3 | i | 62 | -6.5 | 1084 | 0 | 741 | 1 | 2% | i | 33 | -0.1 | 1796 | 4%
CCOC(=O)Nc1sc2c(c1C#N)CCCC2 | 1.7 | 0.8 | 5.3 | i | 33 | · | · | 4 | 786 | 1.1 | 1% | i | -3 | 0.32 | 923 | 1%
O=C(NCc1ccccc1)c1nc2c(nnn2Cc2cccc(Cl)c2)c(=O)[nH]1 | 2.7 | 2.2 | 7.7 | i | 32 | 2.6 | 488 | 2 | 750 | 1 | -8% | i | -7 | · | · | -10%

As entered above:
In PMI inhibitors, S=C(Nc1ccc(Cl)cc1)NC1CCN(Cc2ccccc2)CC1 reads 8%
In Autophagy mod cell loss 18 h, O=C(CSc1nc(-c2cccs2)cc(C(F)(F)F)n1)NCCCn1ccnc1 reads -5

The results go on.
SMILES | MT stabilizer | MT stabilizer Hoechst-high % | MT stabilizer cytotoxicity % | T cell HTS | T cell HTS vesicle-bound % | bCat nuc transl | bCat nuc transl cell count 5 µM | Hep lipid drop | Hep lipid drop cells 6.5 µM | TNAP activators | PMI inhibitors | Autophagy mod | Autophagy mod cell loss 18 h | Insulin prom up | Insulin prom up cell count | human PMI inhibitors
CCS(=O)(=O)c1ccc(O)c(NC(=O)COc2ccc(C)cc2)c1 | 1.8 | 1.7 | 4.1 | i | 0 | -1.4 | 1074 | -5 | 654 | 1.1 | 4% | i | 2 | -0.26 | 1427 | 1%
O=[n+]1c2c(n([O-])c3cc(Br)ccc31)CCCC2 | 4.2 | 1.7 | 7.2 | i | 32 | -3.3 | 1168 | 2 | 667 | 1 | 1% | i | -7 | 0.06 | 1549 | 0%
O=C1NC2(CCCC2)C(=O)N1Cc1cc(=O)n2ccsc2n1 | · | · | · | i | 26 | 1.9 | 1056 | 6 | 732 | · | · | · | · | -0.62 | 1283 | ·
N#Cc1ccc(-c2csc(NC(=O)c3cc(-c4cccs4)nc4ccccc34)n2)cc1 | · | · | · | i | 54 | 1.0 | 1306 | -18 | 697 | · | · | · | · | -1.9 | 804 | ·
CCOC(=O)c1cc(-c2ccccc2)nc2ccc(C)cc12 | · | · | · | i | 16 | -0.6 | 1260 | -14 | 661 | · | · | · | · | 0.14 | 1080 | ·
Oc1ccc(Nc2nc(Cl)nc(NCc3ccco3)n2)cc1 | 4.3 | 2.2 | 7.4 | i | 53 | -1.1 | 963 | -3 | 712 | 0.8 | -6% | i | -4 | -0.22 | 1135 | -1%
NC(=O)COC(=O)CCCc1c[nH]c2ccccc12 | 3.4 | 3.5 | 2.4 | i | 63 | -8.9 | 1172 | 2 | 738 | 1.1 | 8% | i | 18 | · | · | 8%
CC(Oc1ccccc1)C(=O)N1CCN=C1SCc1ccc(F)cc1 (stereo not given) | · | · | · | i | 32 | -0.8 | 1354 | 0 | 744 | · | · | · | · | -0.33 | 1102 | ·
